Screening data: PubChem BioAssay, Southern Research Specialized Biocontainment Screening Center
tuberculosis growth: growth inhibition of non-replicating M. tuberculosis (AID 488890). inhibition, % at 25 µM; hits with a dose series show IC50 in µM. actives 0.39% (n = 320,000). Mycobacterium tuberculosis non-replicating, growth inhibition; higher % means a stronger effect; in the data active = a potency from the dose series; inconclusive = inhibition mostly from about 82% at the one dose, without a potency; inactive = the rest, 99 in 100 with inhibition below about 76%;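 also: plate controls were DMSO cells for no effect and high antibiotic wells for full effect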
PhoP GFP inhibition: PhoP regulon inhibitors, Salmonella typhi PhoP promoter GFP reporter, confirmatory (AID 1850); Salmonella Typhi PhoP-promoter GFP reporter, fluorescence, 4 h; higher % means a stronger effect; inhibition, % at 50 µM; hits with a dose series show IC50 in µM; actives 0.33% (n = 310,000); in the data active = a potency from the dose series; inconclusive = inhibition mostly from about 25% at the one dose, without a potency; inactive = the rest, 99 in 100 with inhibition below about 19%;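 also: 0% = induced wells with vehicle and 100% = uninduced wells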
VEEV TC-83 Vero: inhibitors of VEEV TC-83 cytopathic effect, confirmation, Vero cells (AID 588727); Vero cells, VEEV TC-83 cytopathic effect inhibition; higher % means a stronger effect; inhibition, % at 20 µM; hits with a dose series show IC50 in µM; actives 0.13% (n = 350,000); in the data active = a potency from the dose series; inconclusive = inhibition mostly from about 14% at the one dose, without a potency; inactive = the rest, 99 in 100 with inhibition below about 12%; also: strong numbers were not always called active
M. tuberculosis HTS: M. tuberculosis growth inhibition, HTS (AID 449762) | M. tuberculosis H37Rv growth inhibition, 7H9 media; higher % means a stronger effect | inhibition, % at 25 µM, or IC50 in µM where a hit was titrated | actives 0.59% (n = 330,000); in the data active = a potency from the dose series; inconclusive = inhibition above about 70% without an active follow-up result;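 also: bacterial growth assessed after seven days of incubation; strong numbers were not always called active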
H1N1 NS1A inhibition: H1N1 influenza NS1A inhibitors, functional cell based assay (AID 504329); actives 0.3% (n = 340,000); NS1A functional cell-based assay, percent inhibition; higher % means a stronger effect; inhibition, % at 12.5 µM, or IC50 in µM where a hit was titrated; in the data active = a potency from the dose series; inconclusive = inhibition above about 27% without an active follow-up result; also: strong numbers were not always called active
VEEV TC-83 Vero 10K pilot screen: second read-out of VEEV TC-83 Vero, no call of its own (marks repeat the call); inhibition, %; measured here: 10K pilot screen inhibition
Active calls of the source: *; i = inactive; ? = inconclusive; . = no result given.

SMILES | tuberculosis growth | PhoP GFP inhibition | VEEV TC-83 Vero | M. tuberculosis HTS | H1N1 NS1A inhibition | others
CC(=O)Oc1cc(C)cc2oc(=O)cc(-c3ccccc3)c12 | -4% | 2% | 2.4% | 1% | -4%
CC(/C=C/C(=O)c1ccc(C)cc1)=C\c1ccccc1 | 73% | -7% | 0.1% | 23% | 0%
COc1ccc(NC(=O)C(NS(=O)(=O)c2ccc3c(c2)CCCN3C(C)=O)C(C)C)c(OC)c1 (stereo not drawn) | 13% | -7% | 3.4% | -12% | 4%
S=C(Nc1ccc2nsnc2c1)N1CCCCC1 | 20% | -3% | 1.5% | 0% | 29%
COc1cc(C(=O)NCCN2C(=O)S/C(=C\c3ccc(F)cc3)C2=O)ccc1OCC(=O)N1CCOCC1 | 11% | -14% | . | -11% | .
C[C@H]1C(c2ccc(F)cc2)=NN(c2ccccc2)[C@@H]1CO | . | . | 1.2% | . | -17%
COc1ccc(C(=O)Nc2ccccc2)cc1S(=O)(=O)Nc1cc(C)on1 | 6% | 4% | 0.1% | -8% | 8%
CCN(CC)S(=O)(=O)c1ccc2c(c1)CC(C(=O)N1CCCC1)N2C(C)=O (stereo not drawn) | -4% | 5% | 1.2% | -4% | -8%
CCOc1ccccc1OCC(=O)Nc1cccc(S(=O)(=O)N2CCCCCC2)c1 | 7% | -6% | 7.8% | -1% | -4%
O=c1cc(-c2c(F)c(F)c(F)c(F)c2F)oc2c(F)c(F)c(F)c(F)c12 | ? | -7% | . | ? | .
COCCN(C(=O)c1csnn1)C(C(=O)NC(C)(C)C)c1cccc(OC)c1 (stereo not drawn) | 14% | -6% | 1.6% | 0% | -4%
COc1ccccc1N1CCN(CCNC(=O)Nc2cccc(C)c2C)CC1 | 32% | -7% | 3.4% | 2% | 7%
CCCOc1ccc(C(=O)Nc2ccc(S(=O)(=O)N3C[C@@H]4C[C@@H](C3)c3cccc(=O)n3C4)cc2)cc1 | 57% | . | 2.6% | 33% | -10%
Cc1nc(-c2ccc([N+](=O)[O-])cc2)c(-c2ccccc2)o1 | 5% | 4% | i | 7% | 6%
O=C(c1cc(COc2ccc(F)cc2F)on1)N1CCN(C(=O)c2ccco2)CC1 | 7% | -13% | 2.3% | 5% | -9%
C=C(C)C1CC=C(C)/C(=N/NC(=O)c2ccoc2C)C1 (stereo not drawn) | -2% | -5% | 0.6% | 3% | -3%
Cc1ccc(OCc2cc(C(=O)N(C)Cc3cc(C4CC4)n[nH]3)no2)cc1C | 19% | 5% | 2.6% | 9% | 8%
CCOC(=O)C1CCN(S(=O)(=O)c2cc(Br)cc3c2N(C(C)=O)C(C)C3)CC1 (stereo not drawn) | -8% | 2% | 1.1% | 5% | 10%
Cn1c(O)c(N=NC(=O)c2ccco2)c2ccccc21 | -5% | 4% | 9.1% | 34% | 0%
Cc1c([N+](=O)[O-])cc(C(=O)NCc2ccc(F)cc2)cc1[N+](=O)[O-] | 69% | 4% | 2.5% | ? | -1%
O=C(/C=C/c1cccc([N+](=O)[O-])c1)N1CCOCC1 | -14% | -6% | 0.8% | -1% | -9%
COc1ccc(/C(C)=N/NC(=O)Cn2nc([N+](=O)[O-])cc2C)cc1 | 3% | 0% | 0.6% | 3% | -20%
COc1ccc(NC(=O)N(CCN2CCCC2)Cc2cc3cc(OC)c(OC)cc3[nH]c2=O)cc1 | -3% | 4% | 7.9% | 5% | 4%
CSc1nc(-c2ccccc2F)c(C#N)c(=O)n1C | 40% | 15% | 1.3% | 0% | -7%
O=S(=O)(CCN1CCN(C(c2ccccc2)c2ccccc2)CC1)C(F)(F)F | 15% | 5% | 1.4% | 1% | -12%

New compounds follow
SMILES | tuberculosis growth | PhoP GFP inhibition | VEEV TC-83 Vero | M. tuberculosis HTS | H1N1 NS1A inhibition | others
Cc1ccc(N2C(=O)c3n[nH]c(C)c3C2c2ccco2)cc1 (stereo not drawn) | 13% | 2% | 5.0% | -1% | -1% | VEEV TC-83 Vero 10K pilot screen=2.1
c1cc(-n2cnnn2)ccc1NC1=NCCC1 | -1% | -5% | 0.4% | -1% | -2%
CC(C)=CCC[C@](C)(OC1OC(COC2OCC(O)C(O)C2O)C(O)C(O)C1O)C1CC[C@]2(C)C1C(O)CC1[C@@]3(C)CCC(O[C@@H]4O[C@H](CO)C(O)C(O)C4O[C@@H]4OC(CO)C(O)C(O)C4O)C(C)(C)C3CC[C@]12C (stereo partly drawn) | 10% | . | 0.5% | -8% | -12%
O=C(Cn1c2ccc(F)cc2c2nc3n(c(=O)c21)CCS3)NC1CCCC1 | 6% | 2% | 2.6% | 6% | -7%
CCOC(=O)c1sc(=S)n(-c2ccccc2)c1SC | 14% | 1% | i | -8% | 3% | VEEV TC-83 Vero 10K pilot screen=2.0
CC(=O)Nc1ccc(S(=O)(=O)N2CCC(C(=O)O)CC2)cc1 | -10% | -2% | 1.4% | -3% | -20%
Cc1cc(C)nc(SCCc2ccncc2)n1 | 3% | 2% | 4.2% | -2% | -9%
COc1cc(C(=O)N(Cc2ccc(C)o2)C2CCS(=O)(=O)C2)cc(OC)c1OC (stereo not drawn) | -10% | 8% | 0.5% | -2% | 1%
CC(=NNC(=S)SCc1ccccc1)c1ccccn1 | . | . | 2.8% | . | 12µM*
O=C(NCC(=O)N(Cc1ccco1)C(C(=O)NC1CCCC1)c1cccnc1)c1ccco1 (stereo not drawn) | 3% | -14% | 3.1% | 21% | 11%
CCCN(CC1CC1)C(=S)Nc1ccc(Oc2ccccc2)cc1 | ? | -8% | 7.5% | 8% | -7%
Cc1cc2nnc(SCC(=O)NCC(c3ccccc3)N(C)C)n2c2ccccc12 (stereo not drawn) | -13% | -11% | 1.8% | -6% | -5%
Cc1cnc(NC(=O)Cc2ccccc2F)s1 | 5% | 11% | 1.0% | 4% | 7%
COCCn1cnnc1SCC(=O)Nc1cccc(S(=O)(=O)N2CCCCC2)c1 | -6% | . | 0.6% | -5% | 1%
Cn1cc(C(=O)c2ccc(F)cc2)cc1-c1nc2ccccc2n1C | 37% | 1% | 4.8% | 65% | -5%
CN(C(=O)c1ccc(NC(=O)Cc2ccc([N+](=O)[O-])cc2)cc1)C1CCCC1 | 29% | . | 1.0% | 8% | 5%
O=C1CN(C(=O)CC2c3ccccc3-c3ccccc32)CC(=O)N1 | -3% | 2% | 0.4% | -6% | -2%
CCC(C)N(C(=O)COC(=O)c1ccc(=O)n(Cc2ccccc2)n1)C1CCS(=O)(=O)C1 (stereo not drawn) | -8% | -8% | 0.3% | 6% | -1%
CCOc1ccc(S(=O)(=O)NCC2CCCO2)cc1NC(=O)c1ccccc1F (stereo not drawn) | -8% | 7% | 0.8% | -4% | 8%
O=C(CSc1nc2scc(-c3ccccc3)c2c(=O)[nH]1)NC1CCCCC1 | -11% | -1% | . | -8% | .
O=C(c1cccc(Cl)c1)C1CCCN(C(=O)c2ccc3c(c2)OCO3)C1 (stereo not drawn) | 0% | -6% | 0.0% | -8% | 7%
CC(C)OC(=O)c1ccc(N2CCN(c3ccccc3F)CC2)nc1 | 36% | -3% | 1.1% | 6% | -1%
O=C(N/N=C/c1ccc(O)cc1O)C(=O)N/N=C/c1ccc(O)cc1O | -10% | 60% | i | 4% | 10%
CCC(=NCCCn1ccnc1)c1c(O)n(-c2ccc(OC)cc2)c(=O)[nH]c1=O | 7% | 0% | i | 1% | -11%
O=c1[nH]c2ccccc2n2c(-c3ccncc3)nnc12 | . | -2% | 0.0% | . | -1%

As a working copy, 12 of the compounds above:
SMILES | tuberculosis growth | PhoP GFP inhibition | VEEV TC-83 Vero | M. tuberculosis HTS | H1N1 NS1A inhibition | others
Cc1ccc(N2C(=O)c3n[nH]c(C)c3C2c2ccco2)cc1 (stereo not drawn) | 13% | 2% | 5.0% | -1% | -1% | VEEV TC-83 Vero 10K pilot screen=2.1
c1cc(-n2cnnn2)ccc1NC1=NCCC1 | -1% | -5% | 0.4% | -1% | -2%
CC(C)=CCC[C@](C)(OC1OC(COC2OCC(O)C(O)C2O)C(O)C(O)C1O)C1CC[C@]2(C)C1C(O)CC1[C@@]3(C)CCC(O[C@@H]4O[C@H](CO)C(O)C(O)C4O[C@@H]4OC(CO)C(O)C(O)C4O)C(C)(C)C3CC[C@]12C (stereo partly drawn) | 10% | . | 0.5% | -8% | -12%
O=C(Cn1c2ccc(F)cc2c2nc3n(c(=O)c21)CCS3)NC1CCCC1 | 6% | 2% | 2.6% | 6% | -7%
CCOC(=O)c1sc(=S)n(-c2ccccc2)c1SC | 14% | 1% | i | -8% | 3% | VEEV TC-83 Vero 10K pilot screen=2.0
CC(=O)Nc1ccc(S(=O)(=O)N2CCC(C(=O)O)CC2)cc1 | -10% | -2% | 1.4% | -3% | -20%
Cc1cc(C)nc(SCCc2ccncc2)n1 | 3% | 2% | 4.2% | -2% | -9%
COc1cc(C(=O)N(Cc2ccc(C)o2)C2CCS(=O)(=O)C2)cc(OC)c1OC (stereo not drawn) | -10% | 8% | 0.5% | -2% | 1%
CC(=NNC(=S)SCc1ccccc1)c1ccccn1 | . | . | 2.8% | . | 12µM*
O=C(NCC(=O)N(Cc1ccco1)C(C(=O)NC1CCCC1)c1cccnc1)c1ccco1 (stereo not drawn) | 3% | -14% | 3.1% | 21% | 11%
CCCN(CC1CC1)C(=S)Nc1ccc(Oc2ccccc2)cc1 | ? | -8% | 7.5% | 8% | -7%
Cc1cc2nnc(SCC(=O)NCC(c3ccccc3)N(C)C)n2c2ccccc12 (stereo not drawn) | -13% | -11% | 1.8% | -6% | -5%

Next section
SMILES | tuberculosis growth | PhoP GFP inhibition | VEEV TC-83 Vero | M. tuberculosis HTS | H1N1 NS1A inhibition | others
O=S(=O)(/N=C(/Nc1nc2ccccc2s1)c1ccccc1)c1ccccc1 | 7% | . | 2.5% | -5% | -3%
O=C(COc1ccc(F)cc1)N1CCCc2ccccc21 | 75% | 4% | 0.2% | 6% | 4%
N#CC1(c2ccccc2)CCC(=O)N1Cc1ccccc1 (stereo not drawn) | 8% | 4% | i | 2% | 3%
Cc1ccc(CNC(=O)c2c(-c3ccccc3)sc3ccccc23)o1 | 25% | . | 0.3% | 18% | 6%
Cc1nnc(NC(=O)CN2CCN(Cc3ccc(F)cc3Cl)CC2)s1 | 38% | 10% | 0.1% | 3% | -12%
CCCCNC(=S)N/N=C/c1sccc1C | -12% | 16% | i | 5% | -3%
COc1cccc(NC(=S)N(Cc2ccco2)C(C)c2ccco2)c1 (stereo not drawn) | 0% | -8% | 1.1% | 2% | 0%
COc1ccc(C2Nc3ccccc3C(=O)N2c2ccccc2)cc1CSc1ccccn1 (stereo not drawn) | -12% | -6% | 0.4% | -1% | 40%
CCC(C)NC(=O)Cn1cnc2sc(C)c(S(=O)(=O)N3CCN(c4ncccn4)CC3)c2c1=O (stereo not drawn) | 16% | 3% | 0.6% | -10% | 1%
CC(Sc1nnc(C2CC2)n1-c1ccccc1)C(=O)N1CCNC1=O (stereo not drawn) | . | . | 0.9% | . | 6%
COc1ccc2ccccc2c1/C=N/N1C(=O)CSC1=S | -15% | 6% | 7.3% | -4% | 11%
COCc1ccc(CN2CCCC(CCC(=O)NCc3ccc(C)o3)C2)o1 (stereo not drawn) | -4% | -8% | 0.6% | -13% | 7%
O=C(COC(=O)[C@@H]1CCCN1S(=O)(=O)c1ccc(Cl)cc1)NC1CC1 | 0% | -10% | 3.0% | 3% | -11%
O=C(CCC(=O)Nc1ccc(Br)cc1)N/N=C/c1ccc(F)cc1 | 4% | -2% | 0.3% | 4% | -2%
Cc1ccc(C2=NS(=O)(=O)N(C)C(C(=O)NCc3cccs3)=C2)cc1 | -1% | -3% | i | -3% | 5% | VEEV TC-83 Vero 10K pilot screen=0.0
COc1ccc(-c2noc(CSc3nc4sc(C)c(C)c4c(=O)n3-c3ccccc3)n2)cc1 | -10% | -13% | 1.3% | 2% | -6%
COc1cccc(OC)c1C1=NC(C)(C)CO1 | 1% | 3% | i | -8% | 0%
Cc1csc2ncnc(NC3CCN(Cc4ccccc4)CC3)c12 | 16% | 9% | i | -1% | -16%
CCCc1c(C(=O)N/N=C(\C)c2ccc(O)cc2)nnn1-c1nonc1N | -9% | -7% | 1.3% | -4% | -1%
CCOC(=O)C1=C(CSc2nccn2C)NC(=O)NC1c1ccc(OC)cc1 (stereo not drawn) | 7% | 1% | i | -5% | 8%
COc1ccc2nc(NC(=O)CSc3nnc4n3C(C)(C)Cc3ccccc3-4)sc2c1 | 6% | 0% | 1.6% | 3% | -3%
